Bioassay records: PubChem, Sanford-Burnham Center for Chemical Genomics
H9c2 TAG inh: inhibitors of triacylglycerol accumulation; inhibition, % at 12.5 µM; 230,000 compounds, 0.66% hits; AID 651582; H9c2 cells, Nile Red lipid (TAG) fluorescence; cells loaded with 200 µM oleic acid;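 active = pattern-corrected inhibition of lipid staining of at least 50% with the nuclear-stain viability signal not falling by more than 50%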;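 note: 0% = DMSO wells and 100% = triacsin C control wells; some results filed as inactive read as strong as hits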
H9c2 TAG inh DAPI viability: further read-out of H9c2 TAG inh, marked with its call; DAPI nuclei signal change (viability), lower = more cytotoxic, %;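 whole-well DAPI fluorescence read on a plate reader as a viability signal; minus 50 percent equals half of cells still viable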
The depositor's hits bear a star.

SMILES	H9c2 TAG inh	H9c2 TAG inh DAPI viability
COc1cccc(CN2CCN(C(c3ccccc3)c3ccccc3)CC2)c1O	-10	1
CCOc1ccc(CN2CCN(C(=O)c3cccc4ccccc34)CC2)cc1	-10	-4
Cc1nnc2ccc(-c3cccc(NS(=O)(=O)c4cc(F)ccc4F)c3)nn12	8	3
Cc1cccc(NC(=O)c2n[nH]c([N+](=O)[O-])c2Br)c1C	0	-4
CCOC(=O)C1C(=O)C=C(c2cccc(NS(C)(=O)=O)c2)CC1c1ccco1 (configuration not stated)	6	-2
COc1cc(F)ccc1-c1csc(C(C)(O)c2ccc(F)c(F)c2)n1 (configuration not stated)	-21	1
CC(=O)Oc1ccc(C(c2ccc(OC(C)=O)cc2)c2ccccn2)cc1	-15	1
Cc1[nH]c2ccccc2c1C(=O)CSc1nc2ncc(Cl)cc2[nH]1	12	9
C=CCn1c(COc2ccc(CC)cc2)nnc1SCC(=O)N(C)C1CCS(=O)(=O)C1 (configuration not stated)	3	-4
CCc1ccccc1N/C(=N\S(=O)(=O)c1ccccc1)C(F)(F)F	-3	17
Cn1cccc1Cc1nnc(SCC(N)=O)n1-c1ccc(F)cc1	5	-6
CCC(Cc1ccccc1)NC(=O)CN(C)S(=O)(=O)c1ccc2c(c1)c(=O)n(C)c(=O)n2C (configuration not stated)	7	9
O=C(CSc1cccc[n+]1[O-])c1cccs1	2	-2
O=S(=O)(c1ccc(F)cc1)N1CCCC1	-7	-1
O=[N+]([O-])c1ccc(N2CCCC2)cc1N1CCCC1	-2	-10
CCCNc1nc2c(c(=O)n(C)c(=O)n2C)n1Cc1ccc(F)cc1	-29	12
COc1ccc(S(=O)(=O)N2CCN(CCc3ccccc3)CC2)c(OC)c1	-18	16
S=c1nccc(-c2cc(Cl)sc2Cl)[nH]1	-10	6
ClC(Br)=C(n1cnc2ccccc21)n1cnc2ccccc21	5	-1
O=C(CSc1nnc(NC(=O)C2CCC2)s1)NC1CC1	7	-9
CCn1c(SCC(=O)NCc2ccccc2)nc2nc3c(cc2c1=O)CCCC3	3	1
CCNC(=S)Nc1cc(OCC)c(NC(=O)c2cccs2)cc1OCC	0	3
COc1ccc(Cn2ccnc2SCC(=O)NC2CCCC2)cc1	1	-2
COc1cccc(-c2ncc3ccccc3c2COC(=O)CCC(=O)O)c1	13	10
Cc1nc(NC(=O)COc2ccccc2)sc1C(=O)Nc1ccccc1	12	-11
Cc1ccc(SCc2c(C(=O)N/N=C/C3CC=CCC3)nnn2-c2nonc2N)cc1 (configuration not stated)	2	4
Nc1nnc(CC(=O)N/N=C\c2ccc(-c3cccc(Cl)c3)o2)s1	6	-10
COc1ccc(CNC(=O)C2CCCN2S(=O)(=O)c2ccc(C)cc2)cc1 (configuration not stated)	-23	1
COCc1cc(C)nc(SCC[N+](C)(C)CC(=O)c2ccccc2)c1C#N	-5	18
O=C(OC1CCOC1=O)C1CCN(S(=O)(=O)c2ccc(Cl)c(C(F)(F)F)c2)CC1 (configuration not stated)	16	-8

Retrieved by structure from the entries so far, 2 records:
SMILES	H9c2 TAG inh	H9c2 TAG inh DAPI viability
COc1cccc(-c2ncc3ccccc3c2COC(=O)CCC(=O)O)c1	13	10
Cc1nnc2ccc(-c3cccc(NS(=O)(=O)c4cc(F)ccc4F)c3)nn12	8	3

The listing continues:
SMILES	H9c2 TAG inh	H9c2 TAG inh DAPI viability
CC(=O)c1c(C)[nH]c(C(=O)Nc2ccc(C)c(C)c2)c1C	-20	3
Nc1cc(=O)[nH]c(SCC(=O)N2CCCC2)n1	12	6
COc1ccc(CC(=O)Nc2ccc(C(=O)Nc3ccccc3C(=O)O)cc2)cc1OC	0	-8
N#Cc1ccc(CSc2nnc(-c3ccncc3)o2)cc1	-3	7
CC(c1ccncn1)N(C)C(=O)c1ccc2oc(Cc3ccccc3)nc2c1 (configuration not stated)	2	-7
COCCn1c(C)cc(C(=O)COC(=O)C23CC4CC(CC(O)(C4)C2)C3)c1C	-6	15
Cc1ccc(C(=O)NCC(=O)Nc2ccncc2)s1	-2	8
Cc1cccc(-c2nnc(SCC(=O)Nc3ncccn3)n2C)c1	-16	-9
COc1ccc(NC(=O)c2sc(=O)n(Cc3ccc4ccccc4c3)c2C)cc1OC	-5	1
Cc1[nH]c2ccccc2c1/C=C/C(=O)c1ccncc1	11	-2
COc1cc2[nH]c(=O)n(CCCCCC(=O)NCCc3c[nH]c4ccccc34)c(=O)c2cc1OC	21	-13
Nc1ccccc1-c1n[nH]c(=S)s1	-2	8
COc1ccc(S(=O)(=O)N2CCCC(C(=O)NCc3cccnc3)C2)cc1C (configuration not stated)	0	8
CCc1nc2c(OCc3cc(Cl)cc(Cl)c3)cccn2c1N(C)C(=O)CC(C)C	3	0
CC(C)c1nc2c(s1)CCc1onc(-c3cccc([N+](=O)[O-])c3)c1-2	-1	0
O=C(Nc1cccc(C(F)(F)F)c1)Nn1cnnc1	-3	5
CCn1nc(-c2ccccc2)c2nc3ccccc3nc21	-7	30
O=S(=O)(c1ccc(NC(=S)N/N=C/c2ccc(Oc3ccccc3)cc2)cc1)N1CCOCC1	17	-24
O=C(OCC(=O)c1c[nH]c2ccccc12)c1cc(Br)ccc1O	6	-3
COc1cc(C#Cc2c(-c3cncn3C)n(C)c3ccc(-c4cnc(OC)nc4)cc23)cc(OC)c1	41	48
CC1CCCC/C1=N\NS(=O)(=O)c1ccc(Br)cc1 (configuration not stated)	-6	-3
COc1ccccc1NS(=O)(=O)c1cccc(C(=O)NCC(C)(C)N2CCOCC2)c1	4	7
CCOCCCNC(=O)c1ccc(Cn2c(=O)[nH]c3ccsc3c2=O)cc1	5	-6
COCCNC(=O)CN(C(=O)CCC(=O)Nc1ccccn1)c1ccccc1F	15	-8
O=C(c1ccc(Cl)cc1)N1CCN(c2ccnc3cc(Cl)ccc23)CC1	-16	16
COC(=O)C1=CN(C)C=C(C(=O)OC)C1c1ccsc1	5	0
CCOC(=O)c1c(NC(=O)Cn2nc([N+](=O)[O-])c(Br)c2C)sc2c1CCC(C)C2 (configuration not stated)	10	-2
CC(=O)Nc1ccc(NC(=O)C(C)OC(=O)CNS(=O)(=O)/C=C/c2ccc(C)cc2)cc1 (configuration not stated)	-17	0
OCCN1CCN(c2nc(N3CCCCC3)nc(N3CCCCC3)n2)CC1	9	19
CCCN1C(=O)c2ccccc2NC1c1ccc(C)cc1 (configuration not stated)	1	26

Single entries from the results shown.
`COC(=O)C1=CN(C)C=C(C(=O)OC)C1c1ccsc1` in H9c2 TAG inh DAPI viability → 0
`CC(=O)Nc1ccc(NC(=O)C(C)OC(=O)CNS(=O)(=O)/C=C/c2ccc(C)cc2)cc1` (configuration not stated) in H9c2 TAG inh DAPI viability → 0
`COCCNC(=O)CN(C(=O)CCC(=O)Nc1ccccn1)c1ccccc1F` in H9c2 TAG inh DAPI viability → -8
`COc1ccccc1NS(=O)(=O)c1cccc(C(=O)NCC(C)(C)N2CCOCC2)c1` in H9c2 TAG inh DAPI viability → 7

Next section
SMILES	H9c2 TAG inh	H9c2 TAG inh DAPI viability
O=C(CCN1C(=O)c2cccc3cccc(c23)C1=O)NCc1cccnc1	-8	6
Cn1c(SCC(=O)NCC2CCCO2)nnc1-c1cccc(NC(=O)c2ccccc2F)c1 (configuration not stated)	5	-11
COC(=O)c1sccc1NC(=O)Nc1cccc(C(C)=O)c1	15	-4
Brc1ccccc1OCCN1CCCC1	3	1
COc1cc(CN2CCNC(=O)C2CC(=O)N(C)CCCN2CCOCC2)cc(OC)c1 (configuration not stated)	-5	2
COCCn1c(SC(C)C(=O)Nc2ccc3c(c2)OCCO3)nc2ccccc2c1=O (configuration not stated)	-4	-1
COc1ccccc1CNC(=O)COC(=O)c1cccs1	-25	7
CN(C(=O)CSc1nc2ccccc2n1CCc1ccccc1)C1CCS(=O)(=O)C1 (configuration not stated)	8	-6
CCOC(=O)N1CCC(N2C(=O)c3ccccc3C2Nc2ccccc2C)CC1 (configuration not stated)	10	-9
COc1ccc(N(CC(=O)NCc2cccnc2)S(=O)(=O)c2c(C)nn(C)c2C)cc1	19	-4
Cc1ccccc1N(CC(=O)NCc1ccc2c(c1)OCO2)C(=O)CCC(=O)Nc1ccccn1	15	-14
CCOC(=O)[C@H]1[C@H]2COc3ccccc3[C@@H]2N2C(=O)c3cc(OC)c(OC)cc3NC(=O)[C@@]12C	3	4
Cc1cc(C)c(NC(=O)COC(=O)c2ccncc2)c(C)c1	7	-8
Cn1c(=O)n(Cc2ccccc2F)c(=O)c2c1nc1n2CCCN1CCc1ccccc1	-12	0
O=C(COC(=O)c1ccc(Cl)nc1)NC1CCCc2ccccc21 (configuration not stated)	-4	6
CCCCn1c(N)c(N(Cc2ccccc2OC)C(=O)C2=COCCO2)c(=O)[nH]c1=O	2	10
FCCCOc1ccc(-c2nccc(-c3ccc(F)cc3)n2)cc1	-3	4
O=C(NNC(=S)Nc1ccccc1)c1ccc(O)cc1	8	7
O=C(Nc1ccc2c(c1)OCCO2)C1CCN(S(=O)(=O)Cc2ccccc2)CC1	-7	0
O=C1c2ccccc2C(=O)N1CCCOCc1c[nH]c(=O)[nH]c1=O	-4	4
CCOC(=O)C1CCN(C(=O)c2cn(C)c(=O)c3cc(OC)c(OC)cc23)CC1	10	-9
O=C(NCc1ccco1)C(=O)N1CCCC1	0	0
CC1Cc2ccccc2N1Cc1nc2cc(C(F)(F)F)ccc2c(=O)[nH]1 (configuration not stated)	9	-4
O=C(COC(=O)c1ccc[nH]c1=O)NC1CCCc2ccccc21 (configuration not stated)	1	6
CCOc1ccc(S(=O)(=O)N2CCOCC2)cc1NC(=O)CN1C(=O)NC2(CCCCC2)C1=O	-1	1
COc1ccccc1NC(=O)COc1ccc(C(=O)OCC(=O)NC(C)(C)C)cc1OC	-8	30
Cc1cnc(C(=O)OCC(=O)c2ccc(-c3ccccc3)cc2)cn1	6	-11
O=C(NCCC1CCCCN1S(=O)(=O)c1ccc(Cl)cc1)C(=O)NCc1cccnc1 (configuration not stated)	-2	-3
C=CC[C@]12CCc3ccccc3C1N(c1ccc(C(=O)OCC)cc1)C2=O (some centres not stated)	-7	-9
Cc1ccc(NC2=Nc3ccccc3CS2)cc1	-9	2
Cc1nnc(SCC(=O)NC2CCCC(C)C2C)n1N (configuration not stated)	-1	4
CCc1ccc(NC(=O)C2CCCN2S(=O)(=O)c2ccc3c(c2)C(C)(C)C(=O)N3C)cc1 (configuration not stated)	-26	-10
Cn1nnc(NC(=O)c2ccc3ccccc3c2)n1	2	23
O=C(NCC(c1ccco1)N1CCCC1)c1cccc(S(=O)(=O)Nc2ccc(Br)cc2)c1 (configuration not stated)	13	4
Cc1ccsc1CN(C)C(=O)CN1C(=O)NC2(CCCc3ccccc32)C1=O (configuration not stated)	42	-9
CCN1C(=O)[C@H]2[C@@H](c3ccc(OC)cc3)N[C@]3(CCCN(Cc4ccc(OC)cc4)C3=O)[C@H]2C1=O	-15	3
Cc1cn([C@H]2C[C@H](O)[C@@H](CNCc3cccn3-c3nccs3)O2)c(=O)[nH]c1=O	1	-6
O=C(c1cccs1)N1CCN=C1SCc1cccc(F)c1	-4	-1
O=C(NCCS(=O)(=O)c1ccc(Br)cc1)c1ccc(Cl)cc1Cl	-7	6
CCN(CC)c1ccc(CN2CCCCCC2)cc1	9	9
COc1ccc(S(=O)(=O)NNc2nc(C)cc(C)n2)cc1Br	1	0
CC(NC(=O)C(=O)NN=C1CCCC1)c1ccccc1 (configuration not stated)	-4	-3
CCOC(=O)c1c(-n2cnnn2)sc2c1CCCC2	-5	2
Cc1ccc(OCC(=O)N/N=C2/SCC(=O)N2Cc2ccco2)cc1	-1	-4
O=C1CCCN1CCC(=O)N1CCCC(Nc2ccc(F)c(F)c2)C1 (configuration not stated)	0	-3
Cc1ccc(Nc2c(O)nc[nH]c2=O)cc1	11	4
Cc1ccc(C(=Cc2ccc([N+](=O)[O-])cc2)C(=O)O)cc1	-22	-7
CC12CCC(C(=O)N(CC(=O)O)C1=O)C2(C)C (configuration not stated)	6	-5
COc1nc(OCC#N)nc(N(C)C)n1	3	-1
O=C(NC1CC1)C1=C[C@H](c2ccc3c(c2)OCO3)C[C@H](OCc2ccc(CO)cc2)O1	-73	0

The list goes on, overlapping the part above by seven compounds.
SMILES	H9c2 TAG inh	H9c2 TAG inh DAPI viability
Cc1ccc(OCC(=O)N/N=C2/SCC(=O)N2Cc2ccco2)cc1	-1	-4
O=C1CCCN1CCC(=O)N1CCCC(Nc2ccc(F)c(F)c2)C1 (configuration not stated)	0	-3
Cc1ccc(Nc2c(O)nc[nH]c2=O)cc1	11	4
Cc1ccc(C(=Cc2ccc([N+](=O)[O-])cc2)C(=O)O)cc1	-22	-7
CC12CCC(C(=O)N(CC(=O)O)C1=O)C2(C)C (configuration not stated)	6	-5
COc1nc(OCC#N)nc(N(C)C)n1	3	-1
O=C(NC1CC1)C1=C[C@H](c2ccc3c(c2)OCO3)C[C@H](OCc2ccc(CO)cc2)O1	-73	0
COc1ccc(S(=O)(=O)Nc2cccc(SC)c2)cc1OC	-4	6
O=C(NCCCCc1ccccc1)c1ccccc1F	8	1
CCCCn1c(N)c(N(CC(C)C)C(=O)c2cc(S(=O)(=O)N3CCOCC3)ccc2Cl)c(=O)[nH]c1=O	2	-3
CC(C)(C)NC(=O)NC(=O)COc1ccccc1C#N	-20	11
COc1ccc(-c2nc(-c3ccccn3)no2)cc1	-7	-11
CN(C)S(=O)(=O)c1ccc(C(=O)NCC[N+]2(C)CCCCCC2)o1	7	9
S=C1COC(c2ccccc2)N1c1ccccc1 (configuration not stated)	-18	0
Cc1ccc(/C=C/C(=O)c2nc3ccccc3[nH]2)cc1	6	20
COc1ccc(-c2cn(-c3ccc(C)cc3C)c(=O)[nH]2)cc1OC	-12	3

The list is partial. The share of hits here may be higher or lower than overall.
